# RAD54 branch: RAD54 (human) branch migration inhibition; inhibition, % at 10.4 µM; AID 602329; RAD54 Holliday junction branch migration, FAM/BHQ fluorescence; actives 0.14% (n = 360,000);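 active = mean normalized replicate activity at least 40 and at least half of replicates scoring 40 or more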;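 note: 0% = median of neutral control wells and 100% = median of positive control wells; inhibitors cause a drop in the FAM fluorescence signal; in these data hits start at about 50%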
# Target sequence (Q92698 whole entry, looked up): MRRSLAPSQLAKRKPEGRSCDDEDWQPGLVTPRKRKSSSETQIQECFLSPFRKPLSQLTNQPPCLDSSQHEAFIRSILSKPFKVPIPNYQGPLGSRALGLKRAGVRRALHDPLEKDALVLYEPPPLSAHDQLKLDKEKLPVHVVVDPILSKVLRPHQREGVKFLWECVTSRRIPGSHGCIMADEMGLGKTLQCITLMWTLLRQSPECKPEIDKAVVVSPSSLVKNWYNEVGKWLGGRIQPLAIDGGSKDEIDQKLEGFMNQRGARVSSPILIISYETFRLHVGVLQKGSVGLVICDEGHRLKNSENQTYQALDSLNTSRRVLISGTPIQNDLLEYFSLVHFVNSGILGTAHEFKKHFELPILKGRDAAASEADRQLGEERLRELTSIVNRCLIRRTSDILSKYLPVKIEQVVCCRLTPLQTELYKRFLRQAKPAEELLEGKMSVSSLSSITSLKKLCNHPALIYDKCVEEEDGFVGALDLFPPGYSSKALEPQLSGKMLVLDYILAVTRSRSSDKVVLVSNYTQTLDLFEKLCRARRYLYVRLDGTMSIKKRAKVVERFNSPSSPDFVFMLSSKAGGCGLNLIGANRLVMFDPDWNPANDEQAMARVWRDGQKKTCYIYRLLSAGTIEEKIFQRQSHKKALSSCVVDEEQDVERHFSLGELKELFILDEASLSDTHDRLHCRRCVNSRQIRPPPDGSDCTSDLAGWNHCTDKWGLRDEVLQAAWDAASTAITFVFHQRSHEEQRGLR
# Numbers without * were called inactive. An excerpt; rates above refer to the full screens.
Molecule | RAD54 branch
COc1ccc(OC)c(C2C3=C(CCCC3=O)NC3=C2C(=O)CCC3)c1 | 0
Cc1cc(C)c2nc(-c3ccccn3)cc(C(=O)NCc3ccco3)c2c1 | -6
CCOC(=O)c1sc(NC(=O)Cn2nnc3sc4c(c3c2=O)CCCC4)nc1C | -4
COc1ccc(Cn2nc(C)n(N(C)c3ncc(C(F)(F)F)cc3Cl)c2=O)cc1 | -3
COc1cc(NS(=O)(=O)c2ccc(N/C=C(\C#N)c3nc4cc(Cl)ccc4o3)cc2)nc(OC)n1 | -13
CC1CCCCC1NC(=O)COC(=O)c1ccccc1NC(=O)c1ccco1 (configuration not stated) | 2
CN(C)/C=C/c1c(C#N)c(=O)ncn1Cc1ccccc1 | -1
O=C1NCCCC1C(=O)Nc1ccccn1 (configuration not stated) | -2
COc1ccccc1-n1nc(C(=O)NCc2ccco2)c2ccccc2c1=O | -3
CCOC(=O)C1=C(C)OC(N)=C(C#N)C1c1cc(C)sc1C (configuration not stated) | 4
CCCc1cc(C(=O)Cc2ccc(C(=O)OCC)o2)c(O)cc1O | -23
CCOC(=O)N1CCN(C(=O)c2ccc(N3C(=O)c4ccccc4C3=O)cc2)CC1 | -7
CCc1nn(CC(=O)NCCCc2ccccc2)c(=O)c2cc3cc(F)ccc3n12 | 12
Cc1nc2nc(-c3cccnc3)[nH]n2c(=O)c1Cc1ccccc1 | -2
O=c1cc(O)c(-c2ccccc2)c(Cl)[nH]1 | 5
COC(=O)CSc1nc(-c2ccccc2)cc(-c2ccco2)c1C#N | -1
C[C@]12CCC[C@H](O1)[C@H]([C@@H](O)c1ccccc1)O2 | -3
CCCOc1ccccc1NC(=O)c1ccc(N)cc1 | 7
CCc1nc(-c2ccc(-c3ccc(OC)cc3)nc2OC)no1 | 2
CCC(C)NC(=O)c1cc(C)no1 (configuration not stated) | 1
CCCCOc1cccc(/C=N/NC(=O)c2csc(C)c2C)c1 | 4
O=C1CC(c2ccccc2)NC(=O)N1 (configuration not stated) | -1
CC1CCN(c2ccc(C(=O)NCCc3ccccc3)cn2)CC1 | 0
CCOc1ccc(C(=O)N2CCN(c3cccc(C)c3C)CC2)cc1 | -2
CCC(=O)Nc1cccc(C(=O)/C=C/c2ccccc2)c1 | 10
COC(=O)CC1COc2ccccc2N1C(=O)c1ccc(OC)cc1 (configuration not stated) | 1
O=C(CCN1C(=O)C2C3C=CC(C4CC34)C2C1=O)Oc1cccc2cccnc12 (configuration not stated) | 8
COc1ccc(CN2CCN(c3ccccn3)CC2)c(OC)c1 | -22
Nc1nc(NCc2ccccc2)nc(-c2ccccc2)n1 | -3
O=C(NC1CCCCC1)c1ccc2c(=O)n(CC3CCCO3)c(=O)[nH]c2c1 (configuration not stated) | -7
CCOc1ccc(N2C(=O)c3cccnc3C2Nc2ccc(C)c(C)c2)cc1 (configuration not stated) | -10
COc1cc(CNCCc2c[nH]c3ccccc23)ccc1OCc1ccc(F)cc1 | 9
CCOc1ccc(-c2nc(N)ncc2Oc2ccccc2Br)c(O)c1 | 2
CN1C(=O)CC(N2CCN(CC(N)=O)CC2)C1=O (configuration not stated) | -3
O=C(/C=C/c1c(F)cccc1Cl)c1ccc(F)cc1 | -4
COCc1nnc(NC(=O)CSc2ccc(C)cc2)s1 | -3
CCOc1cc(/C=N/NC(=O)Cn2nc([N+](=O)[O-])cc2C)cc(Br)c1OCc1ccccc1C | -3
Cc1cc(Oc2ccccc2)nc(OCC#N)n1 | -12
CCCCNc1nc2ccccc2n1CC(=O)N1CCc2ccccc2C1 | -7
Cc1ccnc(NC(=O)CCC(=O)N(CC(=O)NCCc2ccccc2)Cc2ccco2)c1 | -9
CCCCOC(=O)Cc1c(O)c2ccccc2[nH]c1=O | 1
COC(=O)C1=C(C)Nc2c(c(=O)n(C)c(=O)n2C)C1c1cccs1 (configuration not stated) | -6
O=C(Cn1nnc(-c2cc(Cl)ccc2-n2cnnn2)n1)N1CCCc2ccccc21 | -3
COc1ccc(NC(=O)c2cc3nc(-c4ccccc4)cc(-c4ccccc4)n3n2)c(OC)c1 | 10
O=C(CSc1nnc(-c2ccco2)o1)NC(=O)C1COc2ccccc2O1 (configuration not stated) | -12
CCC(Sc1nc2ccccc2c(=O)n1CCN1CCOCC1)C(=O)NCc1cccnc1 (configuration not stated) | -5
Cc1ccc(Nc2ccccc2)cc1 | 3
CC(=O)c1cc2c(O)c(O)ccc2o1 | 0
Cc1cc(C)c(S(=O)(=O)Nc2ccc[nH]c2=O)c(C)c1 | 3
Nc1nnnn1/N=C/c1ccc(O)cc1 | -5
CN(C)S(=O)(=O)c1cccc(-c2cn3ccccc3n2)c1 | 2
O=C(Nc1ccccc1Cl)O/N=C(/c1ccccc1)c1ccccn1 | -9
O=C1NC2(CCCCC2)C(=O)N1c1ccccc1 | -7
COC(=O)c1ccc(COc2ccc3c4c(c(=O)oc3c2)CCC4)o1 | 3
Nn1c(CSc2ccccn2)nc2ccccc2c1=O | 19
FC(F)Sc1ccc(N=C2NN=C(c3ccc4c(c3)OCCO4)CS2)cc1 | 1
COc1ccc(-n2nc3cc(C)c(NC(=O)c4cccnc4)cc3n2)cc1 | 4
CSCCC(N=CC1=C(O)CC(C)(C)CC1=O)C(=O)O (configuration not stated) | -8
Cc1ccccc1C(=O)O/N=C1\CCS(=O)(=O)c2sccc21 | -7
CCCC(=O)N(CCN1CCOCC1)c1nc2c(OCC)cccc2s1 | -3

# Some values from the entries so far:
# In RAD54 branch, CC(=O)c1cc2c(O)c(O)ccc2o1 shows 0
# In RAD54 branch, CCCCOC(=O)Cc1c(O)c2ccccc2[nH]c1=O shows 1
# In RAD54 branch, O=C(Nc1ccccc1Cl)O/N=C(/c1ccccc1)c1ccccn1 shows -9
# In RAD54 branch, COC(=O)c1ccc(COc2ccc3c4c(c(=O)oc3c2)CCC4)o1 shows 3
# In RAD54 branch, O=C(CSc1nnc(-c2ccco2)o1)NC(=O)C1COc2ccccc2O1 (configuration not stated) shows -12

# Compounds from the list above that contain fluorine, in the order listed:
Molecule | RAD54 branch
COc1ccc(Cn2nc(C)n(N(C)c3ncc(C(F)(F)F)cc3Cl)c2=O)cc1 | -3
CCc1nn(CC(=O)NCCCc2ccccc2)c(=O)c2cc3cc(F)ccc3n12 | 12
COc1cc(CNCCc2c[nH]c3ccccc23)ccc1OCc1ccc(F)cc1 | 9
O=C(/C=C/c1c(F)cccc1Cl)c1ccc(F)cc1 | -4
FC(F)Sc1ccc(N=C2NN=C(c3ccc4c(c3)OCCO4)CS2)cc1 | 1

# The list goes on:
Molecule | RAD54 branch
Cc1ccc(/C=C2/SC(=O)NC2=S)o1 | -26
CCOC(=O)c1c(C)oc2cc(Br)c(OC)cc12 | -6
Cc1sc2nc(SCc3nc(-c4ccccc4)no3)n(-c3ccccc3)c(=O)c2c1C | 2
O=C(OCC(=O)c1cccs1)c1ccc(NC(=O)c2ccco2)cc1 | 2
C=CCn1c(CNc2ccccc2)nnc1SCC(=O)N/N=C/c1ccc(O)cc1O | 12
O=C(CCN1C(=O)c2ccccc2C1=O)Nc1cccnc1 | 1
CCCOc1cccc(C(=O)N(Cc2cccs2)C2CCS(=O)(=O)C2)c1 (configuration not stated) | 2
O=C1c2cccnc2Nc2ccccc2N1CCCF | 13
Cc1cccc(Cc2c(C)nc3nc(SCC(=O)NCc4ccco4)nn3c2C)c1 | -2
CC(C)(C)c1ccc(C(=O)Nc2cnccn2)cc1 | -4
C1=Nc2c(Nc3ccccc3)ncnc2Oc2ccccc21 | 3
COc1ccc(CC(=O)c2cc(OC)c(OC)cc2CC(=O)O)cc1OC | -1
CS(=O)(=O)N(CC(=O)Nc1ccc(C(N)=O)cc1)C1CCCCC1 | -7
CCn1c(SCC(=O)Nc2nc(-c3ccccc3)cs2)nnc1-c1ccccc1 | 2
CC(C)(C)Cc1nnc(NS(=O)(=O)Cc2ccccc2)s1 | 7
COc1ccccc1C1c2ccc3ccccc3c2Oc2ncn(CCCO)c(=N)c21 (configuration not stated) | -1
CC(C)(C)N1CC(c2nc3ccccc3n2Cc2ccc(F)cc2)CC1=O (configuration not stated) | 22
O=c1oc2cc(OCc3ccc(F)cc3F)ccc2cc1-c1ccccn1 | 2
O=C(c1cnn2c(C(F)(F)F)cc(-c3cccs3)nc12)N1CCN(Cc2ccccc2)CC1 | -2
COc1ccc(S(=O)(=O)Nc2ccccc2SC)cc1C | -10
Cc1ccc(S(=O)(=O)n2nc(C)cc2C)cc1 | 0
COC(=O)C1=C(C)NC(C)=C(C(=O)OC)C1c1ccccc1OCc1c(C)no[n+]1[O-] | 8
COc1ccc(S(=O)(=O)Nc2ccc(C(F)(F)F)cc2)cc1OC | 16
Cc1ccc(Oc2ccccc2/C=N/O)cc1 | 7
O=C(Cc1cccc2ccccc12)N/N=C/c1ccc(OC(=O)/C=C/c2ccco2)cc1 | 2
Cc1ccc(N2C(=O)CSCC2=O)cc1 | 4
O=C(Nc1ccccc1)N(Cc1ccccc1)C1=NCCS1 | 3
COc1ccc(C2SCCN2S(=O)(=O)c2ccccc2)cc1OC (configuration not stated) | 1
O=C(CSc1nnc(-c2ccccc2)n1C1CCCCC1)Nc1ccc(S(=O)(=O)Nc2ccccn2)cc1 | -10
COc1cc2c(C)nc3onc(-c4ccccc4)c3c2cc1OC | -15
COc1ccc(-n2c(C)cc(C(=O)CSc3nnc(-c4ccoc4C)n3C)c2C)cc1 | -4
CCCn1c(C)cc(C(=O)COC(=O)c2cc(S(=O)(=O)NCC(C)C)c(Cl)cc2Cl)c1C | 2
COc1cc(Br)cc2cc(C(=O)N3CCN(C(=O)c4ccco4)CC3)c(=O)oc12 | -14
Fc1ccccc1COc1ccc(/C=N/NC(=S)NCc2ccccc2)cc1 | 2
O=C(Nc1ccc2c(c1)OCO2)c1cccc(F)c1 | -7
CCOc1ccc(N(CC(=O)OC)S(=O)(=O)c2ccc(OC)c(OC)c2)cc1 | 5
N#Cc1c(SCC(N)=O)nc(-c2ccccc2)c2c1CCCC2 | 4
COCC(=O)Nc1nc2n(n1)C(c1ccc(Cl)cc1)CC(c1ccc(OC)cc1)N2 (configuration not stated) | -2
CN(C1CCCCC1)S(=O)(=O)c1ccc(C(=O)O)cc1 | -3
CCNS(=O)(=O)c1ccc2nc(NC(=O)c3cccnc3)sc2c1 | -12
CCc1ccccc1NC1=NCC(=O)N1Cc1ccc(OC)cc1 | 4
N#C/C(=C\c1ccc(Cl)cc1)c1nc2ncccc2[nH]1 | 2
Cc1ccc(CNC(=O)CNS(=O)(=O)c2cccc3nsnc23)cc1 | 6
Cc1cc(NC(=O)c2ccco2)ncc1NC(=O)Cc1ccccc1 | 6
O=C(Nc1ccc(Nc2ccccc2)cc1)N1CCOCC1 | 1
N#CCCN(CC(=O)O)S(=O)(=O)c1ccccc1 | 1
c1ccc(Cn2nnc3c(NCc4ccc5c(c4)OCO5)nc(C4CC4)nc32)cc1 | -2
O=C(NNc1cccc(Cl)n1)Nc1ccccc1Cl | 2
COc1cc(NC(=S)NC(=O)c2ccccc2C)ccc1NC(=O)c1cccs1 | 5
O=C(CCCn1c(=S)[nH]c2ccc(Br)cc2c1=O)NCC1CCCO1 (configuration not stated) | -3
c1c2c(cc3sc(N4CCOCC4)nc13)OCCO2 | -9
CCCCNC(=S)NNC(=O)c1csc(CC)c1 | -12
CCCC(c1nnnn1Cc1ccco1)N1CCN(c2cc(Cl)ccc2C)CC1 (configuration not stated) | -6
NC(=O)c1cccc(-c2cnc(N)c(C(=O)c3cccnc3)n2)c1 | -6
COc1ccc2nc(NC(=O)Cc3cccs3)sc2c1 | 6
COc1ccc(C(C)NC(=O)C2CCN(CCOc3ccc(Cl)cc3Cl)CC2)cc1OC (configuration not stated) | -10
COC(=O)C1=C(C)N(Cc2ccccc2)C(=NCc2cc(OC)c(OC)c(OC)c2)N[C@H]1c1ccc(Br)cc1 | 17
CCc1c(O)nc(N2CCN(Cc3ccccc3)CC2)[nH]c1=O | 13
COc1cc(C(=O)NC(c2ccccc2)c2ccccc2)cc(OC)c1C | -3
CC(=N\O)/C(CN(C)C)=N/O | -8

# (cont.)
Molecule | RAD54 branch
Cc1ccc(CNC(=O)CCNC(=O)c2ccco2)cc1 | -3
COc1ccc(C(=O)CSc2n[nH]c(N)n2)cc1 | -11
C=CCc1cccc(CNc2c(C)n(C)n(-c3ccccc3)c2=O)c1O | 4
CCc1c(C(=O)N2CCN(c3ccccc3F)CC2)[nH]c(C)c1C(C)=O | -8
COc1ccc(/C(O)=C2/C(=O)C(=O)N(CCN3CCOCC3)C2c2ccccn2)cc1OC (configuration not stated) | 4
CCN(CC)CCNC(=O)C12CC3CC(CC(C3)C1)C2 | -8
Cc1ccc(NC(=O)N2CCC(C(=O)NCc3ccc(F)cc3)CC2)cc1 | -5
Cc1c(/C=N/NC(=O)c2ccc3c(c2)OCO3)cnn1C | -1
CCn1c(NCc2ccco2)nc2c1c(=O)n(C)c(=O)n2C | 5
COc1ccc(OC)c(C(c2nnnn2C2CCCC2)N2CCN(c3ccccc3F)CC2)c1 (configuration not stated) | -17
O=C1/C(=C\c2ccc(-c3ccccc3Cl)o2)SC(=S)N1CC1CCCO1 (configuration not stated) | 3
O=c1[nH]nc2c3ccccc3cnn12 | -10
Cc1ccc(C(=O)N2CCN(C(=O)CN3CCCC3)C2)cc1 | 0
CN1CCN(Cc2oc(CO)cc(=O)c2O)CC1 | 0
CCOc1ccc(CC2c3cc(OCC)c(OCC)cc3CCN2C(=O)c2cc(OC)c(OC)c(OC)c2)cc1OCC (configuration not stated) | -1
CCC1CCc2sc(C(=O)O)cc2C1 (configuration not stated) | -2
COc1ccc(Oc2nccc(-c3ccc(Cl)cc3)n2)cc1 | 3
C[C@@]12C(=O)N(c3ccc(C(F)(F)F)cc3)C(=O)N1[C@@H]1c3ccccc3OC[C@@H]1[C@H]2c1ccccc1 | 2
COc1ccc(S(=O)(=O)Nc2cc3c4c(oc3c3ccccc23)CCCC4=O)cc1 | 5

# Among those listed so far, these contain a tert-butyl group.
Molecule | RAD54 branch
CC(C)(C)c1ccc(C(=O)Nc2cnccn2)cc1 | -4
CC(C)(C)Cc1nnc(NS(=O)(=O)Cc2ccccc2)s1 | 7
CC(C)(C)N1CC(c2nc3ccccc3n2Cc2ccc(F)cc2)CC1=O (configuration not stated) | 22
